Screens as filed in PubChem.
IDH1 R132H inh: qHTS for Inhibitors of mutant isocitrate dehydrogenase 1 (IDH1): qHTS | IDH1-R132H enzyme, NADPH consumption, diaphorase/resazurin fluorescence | Potency, µM (doses to about 76.6 µM), for inactives: at the top dose activity change, negative = inhibition, actives largely listed as inhibitors | actives 0.093% (n = 390,000); further: potency means the concentration at half of the fitted maximal effect; on the % scale 0 is the no-effect control and ±100 the full control effect; nearly all actives have a fitted effect of over 65% in size
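IDH1-R132H (0.5 ug/mL dispensed) in pH 7.5 Tris buffer was preincubated 30 min with compound, then given a substrate mix of 0.016 mM NADPH and 2 mM alpha-KG for 80 min at room temperature; remaining NADPH was read by diaphorase/resazurin fluorescence.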
LDHA inh: qHTS assay for inhibitors of human lactate dehydrogenase; actives 0.15% (n = 480,000); activity change, % (values are at about 110 or 230 µM); purified LDHA, NADH/diaphorase-resazurin fluorescence; stronger effect = lower value; L-lactate dehydrogenase A chain (Homo sapiens), P00338; in the data active means activity change below about -30%; inconclusive means mostly about -25% to -30%;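 further: plate controls were DMSO wells for no effect and wells without enzyme for full effect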
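Human LDH5 (2 nM) was incubated with 0.06 mM NADH and 0.2 mM pyruvate for 5 min at room temperature in Tris pH 7.4. Remaining NADH was coupled through diaphorase/resazurin, and resorufin fluorescence was read at 0 and 20 min.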
GRP78 ERSR act: qHTS for Inducers of the Endoplasmic Reticulum Stress Response (ERSR) in Human Glioma: qHTS; U87-MG GRP78 promoter luciferase reporter, 16 h; Potency, µM, for inactives: at the highest dose activation, most hits filed as activators; actives 0.02% (n = 420,000); AID 602332, 2012; further: potency means the concentration at half of the fitted maximal effect; series mostly up to about 76 µM; % of control where 0% means no effect; nearly all actives have a fitted effect of over 35% in size
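Stably transfected U87-MG glioma cells carrying a GRP78-based luciferase sensor; 16 h compound incubation. Luminescence end-point read 10 min after Bright-Glo addition at room temperature.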
TrxR1 substrate: qHTS Assay for Substrates of Mammalian Selenoprotein Thioredoxin Reductase 1 (TrxR1): qHTS; Thioredoxin reductase 1, cytoplasmic (Rattus norvegicus), O89049; purified TrxR1 substrate turnover, NADPH consumption readout; Potency, µM (top dose mostly 114 µM), for inactives: at the top dose activity change, negative = substrate turnover; actives 0.01% (n = 390,000); further: potency means the concentration at half of the fitted maximal effect; on the % scale 0 is the no-effect control and ±100 the full control effect; nearly all actives have a fitted effect of over 50% in size
Target sequence (O89049 whole entry, looked up): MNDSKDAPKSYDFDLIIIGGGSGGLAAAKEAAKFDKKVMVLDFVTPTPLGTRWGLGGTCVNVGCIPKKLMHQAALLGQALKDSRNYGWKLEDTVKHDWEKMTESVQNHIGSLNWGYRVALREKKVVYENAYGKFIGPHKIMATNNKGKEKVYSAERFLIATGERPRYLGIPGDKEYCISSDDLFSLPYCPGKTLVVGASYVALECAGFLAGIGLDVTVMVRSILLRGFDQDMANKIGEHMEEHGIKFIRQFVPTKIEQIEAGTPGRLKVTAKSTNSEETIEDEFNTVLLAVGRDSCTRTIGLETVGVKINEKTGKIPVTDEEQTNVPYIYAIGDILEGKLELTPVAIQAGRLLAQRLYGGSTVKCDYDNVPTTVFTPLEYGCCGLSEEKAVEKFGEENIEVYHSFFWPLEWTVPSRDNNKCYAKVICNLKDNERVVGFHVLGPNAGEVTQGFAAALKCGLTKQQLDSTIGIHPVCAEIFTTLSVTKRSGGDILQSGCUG
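Rat TrxR1, dispensed at 90 nM, was prereduced with 400 uM NADPH (final) for 5 min at ~22 deg C, then incubated with compound 15 min before 400 uM selenite. A first-read NADPH fluorescence drop versus no-compound background flagged substrates.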
Vif-A3F inh: qHTS for Inhibitors of Vif-A3F Interactions: qHTS | Potency, µM (series often up to 46.1 µM), without a hit: at the top dose activity, negative = active | HeLa A3F-eYFP + Vif (tagged APOBEC3F with the HIV-1 protein that degrades it), YFP fluorescence increase | AID 602313, 2012 | actives 0.2% (n = 390,000); further: potency means the concentration at half of the fitted maximal effect; % of control where 0% means no effect; nearly all actives have a fitted effect of over 65% in size
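HeLa cells stably expressing Vif plus C-terminally eYFP-tagged A3F were seeded, incubated overnight at 37 deg C, dosed with compound, incubated overnight again at 37 deg C. Yellow fluorescence (Ex 488/Em 500-530) reported blocked Vif-mediated A3F-eYFP degradation.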
Vif-A3G inh: qHTS for Inhibitors of Vif-A3G Interactions: qHTS. HeLa A3G-eYFP + Vif (tagged APOBEC3G with the HIV-1 protein that degrades it), YFP fluorescence, overnight. actives 0.076% (n = 410,000). Potency, µM (top dose mostly 46.1 µM), for the others: top-dose activity, negative = active, hits mostly inhibitors;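 further: potency means the concentration at half of the fitted maximal effect; on the % scale 0 is the no-effect control and ±100 the full control effect; nearly all actives have a fitted effect of over 60% in size; hits raise eYFP signal because A3G escapes Vif-driven loss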
Target sequence (Q9HC16 whole entry, looked up): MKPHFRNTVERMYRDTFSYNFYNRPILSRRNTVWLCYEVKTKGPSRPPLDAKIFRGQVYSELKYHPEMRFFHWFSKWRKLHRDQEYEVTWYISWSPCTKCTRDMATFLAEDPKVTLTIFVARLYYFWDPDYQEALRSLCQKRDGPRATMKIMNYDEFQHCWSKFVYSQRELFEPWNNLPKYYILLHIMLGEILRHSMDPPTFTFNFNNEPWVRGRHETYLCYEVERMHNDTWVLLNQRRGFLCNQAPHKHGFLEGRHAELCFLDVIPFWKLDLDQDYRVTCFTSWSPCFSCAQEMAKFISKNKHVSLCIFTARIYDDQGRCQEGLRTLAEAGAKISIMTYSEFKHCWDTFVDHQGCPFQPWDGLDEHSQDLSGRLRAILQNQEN
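Read-out is eYFP fluorescence (Ex 488/Em 500-530) from Vif-expressing HeLa A3G-eYFP cells; more signal means A3G escaped Vif-mediated degradation. Cells plated overnight, compound pinned in, incubated overnight at 37 deg C.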
USP1 inh: Inhibitors of USP1/UAF1: Primary Screen | Ubiquitin carboxyl-terminal hydrolase 1 (Homo sapiens), O94782 | recombinant USP1/UAF1, Ub-Rhodamine cleavage fluorescence | Potency, µM (doses to about 57.1 µM), for inactives: top-dose activity change, negative = inhibition, hits mostly inhibitors | actives 0.23% (n = 390,000); further: potency means the concentration at half of the fitted maximal effect; on the % scale 0 is the no-effect control and ±100 the full control effect; nearly all actives have a fitted effect of over 60% in size; inactives centre near -12
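USP1/UAF1 complex at 1 nM was preincubated with compound for 15 min at room temperature, then Ub-Rho substrate (150nM final) was added. Fluorescence (480/540 nm) was read kinetically, 6 reads every 60 seconds.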
RXFP1 ag: qHTS Assay for Agonists of the Relaxin Receptor RXFP1. Relaxin receptor 1 (Homo sapiens), Q9HBX9. HEK293T-RXFP1 cAMP TR-FRET, 30 min; response scale: percent of porcine relaxin response, buffer zero. Potency, µM (series often up to 57.5 µM), inactives show top-dose activation, hits mostly activators. actives 0.3% (n = 370,000). AID 2676, 2010; further: potency means the concentration at half of the fitted maximal effect; on the % scale 0 is the no-effect control and ±100 the full control effect; nearly all actives have a fitted effect of over 60% in size; many of its hits are not listed in these tables
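HEK293T cells stably expressing RXFP1 were pretreated with the PDE4 inhibitor Ro 20174, exposed to compounds for 30 min at 37C, lysed, and cAMP was read by TR-FRET. Data normalized to buffer (basal) and 29 nM porcine relaxin (100%).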
PI4K2A block: qHTS for small molecular inhibitors of PI4K2A | Phosphatidylinositol 4-kinase type 2-alpha (Homo sapiens), Q9BTU6 | actives 0.13% (n = 420,000) | activity change, negative = inhibition, % at 76.9 µM | purified PI4K2A, ADP-Glo luminescence, 1 h; stronger effect = lower value; in the data active means activity change below about -50%; inconclusive means mostly about -30% to -49%;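 further: -100% = wells without enzyme as full effect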
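In this quantitative HTS, ADP production by PI4K2A was quantified luminescently after 1 h at ambient temperature; 100 microM adenosine served as plate-quality control.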
* = called active by the depositor; & = joins results of further samples; [ ] = another dose, or the depositor's remark. Unless noted, the call rests on the fitted dose curve; in most records, active means well fitted curve in the direction sought with a large enough effect; inconclusive means small, poorly fitted or top-dose-only effect, or another doubt; inactive means no such curve, though single readings can be large; an effect the other way counts as inactive or inconclusive. These rows are one share of the data; count on the stated rates, not on these rows.

For CCN(CC)C(=S)SCC(=O)Nc1nc(=O)c2ccccc2s1 the results were IDH1 R132H inh -4.7%, LDHA inh 1.0, GRP78 ERSR act 3.7%, TrxR1 substrate -0.5%, Vif-A3F inh -22.1%, Vif-A3G inh -7.6%, USP1 inh -6.9%, RXFP1 ag 3.2% and PI4K2A block -8.8.
CN(C)S(=O)(=O)c1ccc(C(=O)N(Cc2cccnc2)c2nc3c(F)cc(F)cc3s2)cc1 was read as IDH1 R132H inh -9.6%, LDHA inh -4.2, GRP78 ERSR act -3.3%, TrxR1 substrate -5.2%[57.1 µM], Vif-A3F inh 1.4%, Vif-A3G inh -4.8%, USP1 inh -12.4%, RXFP1 ag 0.8% and PI4K2A block -1.8.
`CC(CNC(=O)CN1C(=O)COc2ccc(S(=O)(=O)N3CCCCC3)cc21)c1ccccc1` (stereo not drawn) gave IDH1 R132H inh -0.1%&0.0%, LDHA inh -0.5&-8.6, GRP78 ERSR act 1.2%&-2.8%, TrxR1 substrate -4.3%&0.3%, Vif-A3F inh -6.3%&1.2%, Vif-A3G inh 5.4%&1.9%, USP1 inh -4.9%&-19.2%, RXFP1 ag -0.1%&3.0% and PI4K2A block 3.7&0.8.
For COc1cccc(-c2cnc(C(O)c3cc(Cl)cc(Cl)c3)[nH]2)c1 (stereo not drawn) the results were LDHA inh -13.0, GRP78 ERSR act -1.6%, Vif-A3G inh -10.3% and PI4K2A block 0.5.
For CCN(CC)C(=O)[C@H]1C[C@H](CC(=O)NCCCN(C)C)C(=O)N2CCc3c([nH]c4ccc(Cl)cc34)[C@]12C the results were IDH1 R132H inh 7.2%, LDHA inh -10.0, GRP78 ERSR act -2.7%, TrxR1 substrate -17.9%, Vif-A3F inh 0.6%, Vif-A3G inh 4.2%, USP1 inh -1.9% and PI4K2A block -5.1.
For COc1cc(/C=C/C(=O)O)cc(S(=O)(=O)Nc2ccccc2Oc2ccccc2)c1OC the results were IDH1 R132H inh -1.9%, LDHA inh -0.8, GRP78 ERSR act 7.5%, TrxR1 substrate 4.0%, Vif-A3F inh 1.8%, Vif-A3G inh -0.8%, USP1 inh -17.0%, RXFP1 ag 0.5% and PI4K2A block -5.5.
Screening Cc1ccc(NC(=O)CCC(=O)c2cccs2)c(Br)c1 returned IDH1 R132H inh -9.0%, LDHA inh -0.7, GRP78 ERSR act -0.3%, TrxR1 substrate 2.1%, Vif-A3F inh -1.5%, Vif-A3G inh -10.1%, USP1 inh -20.0%, RXFP1 ag 0.0% and PI4K2A block 4.0.
`c1ccc(-n2nnnc2-c2cccnc2)cc1` gave IDH1 R132H inh 0.0%, LDHA inh -3.2, GRP78 ERSR act 0.8%, TrxR1 substrate 12.1%, Vif-A3F inh 8.1%, Vif-A3G inh 1.3%, USP1 inh -16.4%, RXFP1 ag -2.1% and PI4K2A block 2.3.
For COC(=O)CSc1cc(C)nc(NC(C)=O)n1 the results were IDH1 R132H inh 1.2%, LDHA inh -4.1, GRP78 ERSR act -1.2%, TrxR1 substrate -5.8%, Vif-A3F inh -1.7%, Vif-A3G inh -3.6%, USP1 inh -14.7%, RXFP1 ag 1.2% and PI4K2A block 1.1.
Cc1ccc(NC(=O)CN(c2ccccc2F)S(C)(=O)=O)cc1 was read as IDH1 R132H inh 12.6%, LDHA inh -8.6, GRP78 ERSR act 3.3%, TrxR1 substrate 7.7%[57.1 µM], Vif-A3F inh 0.1%, Vif-A3G inh -3.5%, USP1 inh -12.9%, RXFP1 ag 0.0% and PI4K2A block -0.7.
`CCCCN(C)CCNC(=O)c1cc2cc3ccc(OC)cc3nc2o1` gave IDH1 R132H inh -3.0%, LDHA inh -1.8, GRP78 ERSR act -6.8%, TrxR1 substrate 606.5%[activator], Vif-A3F inh -1.9%, Vif-A3G inh 5.6%, USP1 inh -20.2%, RXFP1 ag 8.5% and PI4K2A block 3.3.
Screening CCc1nccn1CCC(=O)NC1CC(C)(C)Cc2c1cnn2-c1cccc(F)c1 (stereo not drawn) returned IDH1 R132H inh 2.4%, LDHA inh -1.1, GRP78 ERSR act -0.4%, TrxR1 substrate -0.8%, Vif-A3F inh -15.9%, Vif-A3G inh -1.7%, USP1 inh -21.2%, RXFP1 ag 0.8% and PI4K2A block -0.9.
Screening O=C(CCc1ccccc1)OCC(=O)c1ccc([N+](=O)[O-])cc1 returned IDH1 R132H inh 3.4%, LDHA inh -4.3, GRP78 ERSR act -1.2%, TrxR1 substrate -3.3%, Vif-A3F inh -1.6%, Vif-A3G inh 0.3%, USP1 inh -22.3%, RXFP1 ag 0.7% and PI4K2A block -0.5.
`CCN(CC)CCNC(=O)c1ccc(NC(=O)c2ccccc2-c2ccc(C(F)(F)F)cc2)cc1` gave IDH1 R132H inh -7.1%, LDHA inh -7.4, GRP78 ERSR act -6.6%, TrxR1 substrate 2.9%, Vif-A3F inh -8.5%, Vif-A3G inh 0.4%, USP1 inh -14.4%, RXFP1 ag -0.2% and PI4K2A block -2.6.
For CCOc1ccccc1NC(=S)NC1CC2CCC1C2 (stereo not drawn) the results were IDH1 R132H inh 16.3%, LDHA inh -5.7, GRP78 ERSR act -5.7%, TrxR1 substrate 0.0%, Vif-A3F inh -5.0%, Vif-A3G inh 0.0%, USP1 inh -18.3%, RXFP1 ag -1.6% and PI4K2A block 2.0.
For O=C1c2ccccc2C(Nc2ccc(S(=O)(=O)N3CCCCC3)cc2)N1c1ccccn1 (stereo not drawn) the results were IDH1 R132H inh -8.3%, LDHA inh -10.1, GRP78 ERSR act 1.1%, TrxR1 substrate -1.5%[57.1 µM], Vif-A3F inh -15.1%, Vif-A3G inh 5.9%, USP1 inh -3.8%, RXFP1 ag 1.0% and PI4K2A block -2.8.
For CCCNC(=O)/C(=C/c1cn(S(=O)(=O)N(C)C)c2ccccc12)NC(=O)c1ccc(OC)cc1 the results were IDH1 R132H inh -4.6%, LDHA inh -6.7, GRP78 ERSR act -0.9%, TrxR1 substrate -1.0%, Vif-A3F inh -2.7%, Vif-A3G inh -6.5%, USP1 inh -21.3%, RXFP1 ag -1.9% and PI4K2A block 2.8.
Screening O=C(Nc1ccccc1)C1=C[C@@H](c2ccc(Br)cc2)C[C@@H](OCCCCO)O1 returned IDH1 R132H inh -7.2%, LDHA inh -0.6, GRP78 ERSR act -0.2%, TrxR1 substrate 9.2%[57.1 µM], Vif-A3F inh 3.1%, Vif-A3G inh 0.4%, USP1 inh -22.2%, RXFP1 ag -1.0% and PI4K2A block -2.4.
Screening COc1ccc(N2CCN(CC(O)COc3cc(C)cc(C)c3)CC2)cc1 (stereo not drawn) returned IDH1 R132H inh -1.1%, LDHA inh 2.1, GRP78 ERSR act 2.6%, TrxR1 substrate 1.9%, Vif-A3F inh -5.9%, Vif-A3G inh 2.4%, USP1 inh -21.6%, RXFP1 ag -1.8% and PI4K2A block -5.0.
Screening CCCCOc1cccc(C(=O)N(Cc2cccs2)c2ccc(OC)cc2)c1 returned LDHA inh 4.6, TrxR1 substrate 1.9%, USP1 inh -15.2%, RXFP1 ag -3.2% and PI4K2A block 7.6.
`COc1ccccc1CC(=O)NC1CCN(Cc2ccccc2)CC1` gave IDH1 R132H inh -3.9%, LDHA inh -6.9, GRP78 ERSR act -0.1%, TrxR1 substrate -3.2%, Vif-A3F inh 7.8%, Vif-A3G inh -3.8%, USP1 inh -10.8%, RXFP1 ag 2.8% and PI4K2A block -2.6.
O=C(Cn1ncc(Cl)c(Cl)c1=O)c1ccc2c(c1)OCCO2 was read as IDH1 R132H inh 2.9%, LDHA inh -4.5, GRP78 ERSR act -11.7%, TrxR1 substrate 18.9%[57.1 µM], Vif-A3F inh 3.3%, Vif-A3G inh inconclusive, USP1 inh -18.0% and PI4K2A block 3.2.
`CC1CCCN(C(C(=O)NC2CCCCC2)c2cc3c(cc2[N+](=O)[O-])OCO3)C1` (stereo not drawn) gave IDH1 R132H inh -2.8%, LDHA inh 15.6, GRP78 ERSR act -2.3%, TrxR1 substrate -1.9%, Vif-A3F inh -5.3%, Vif-A3G inh -8.9%, USP1 inh -1.4%, RXFP1 ag 3.4% and PI4K2A block -1.3.
CCc1ccc(C(=O)/C=C/c2ccc([N+](=O)[O-])o2)cc1 was read as IDH1 R132H inh 4.1%, LDHA inh 4.1, GRP78 ERSR act -17.2%, TrxR1 substrate -4.4%, Vif-A3F inh inconclusive, Vif-A3G inh inconclusive, USP1 inh -18.2%, RXFP1 ag 0.2% and PI4K2A block -7.6.
For Cc1c(C(=O)OCCOc2ccccc2)[nH]c2c1C(=O)CC(c1ccccc1Cl)C2 (stereo not drawn) the results were IDH1 R132H inh -22.8%, LDHA inh -3.0, GRP78 ERSR act -3.2%, TrxR1 substrate -14.0%, Vif-A3F inh -3.3%, Vif-A3G inh 3.3%, USP1 inh -9.8%, RXFP1 ag 2.9% and PI4K2A block -2.8.
